ABCG2 block: blocks JC-1 efflux by human ABCG2 transporter; AID 1325; inhibition, % at 6.6 µM; hit rate 0.1% among 190,000; IgMXP3 cells, flow cytometry;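 active = inhibition above 80%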;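 also: 0% = DMSO and 100% = nicardipine control wells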
Target sequence (Q9UNQ0 whole entry, looked up): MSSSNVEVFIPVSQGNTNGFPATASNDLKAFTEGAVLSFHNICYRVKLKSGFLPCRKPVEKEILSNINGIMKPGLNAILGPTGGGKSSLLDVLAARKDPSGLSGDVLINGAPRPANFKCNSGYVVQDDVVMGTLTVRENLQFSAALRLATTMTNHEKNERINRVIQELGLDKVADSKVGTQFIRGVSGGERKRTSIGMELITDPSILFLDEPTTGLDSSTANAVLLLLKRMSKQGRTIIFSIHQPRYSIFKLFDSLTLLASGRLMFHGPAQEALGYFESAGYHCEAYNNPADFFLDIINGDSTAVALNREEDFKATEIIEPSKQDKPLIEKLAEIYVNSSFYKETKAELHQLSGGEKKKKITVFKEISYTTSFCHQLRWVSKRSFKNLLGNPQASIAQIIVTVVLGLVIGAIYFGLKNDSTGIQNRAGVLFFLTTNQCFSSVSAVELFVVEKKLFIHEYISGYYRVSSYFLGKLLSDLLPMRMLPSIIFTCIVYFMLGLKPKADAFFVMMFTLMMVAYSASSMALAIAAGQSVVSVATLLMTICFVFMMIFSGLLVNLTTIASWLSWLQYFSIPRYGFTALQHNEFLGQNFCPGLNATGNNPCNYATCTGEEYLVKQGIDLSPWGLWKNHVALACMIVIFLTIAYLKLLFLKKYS
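Measure – % inhibition of efflux relative to nicardipine and DMSO · Test system – ABCG2 IgMXP3 and barcoded ABCB1 CCRF-Adr cell mix · Control set – nicardipine as high control, DMSO as low control · Compound – one concentration, 6.6 µM final · Signal – flow cytometry of retained JC-1 fluorescence · Timing – 10 min exposure at 25 °C with rotation, no wash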
Bim-Bcl-B: human Bim-Bcl-B interaction inhibition; bead-based flow cytometry, Bim peptide-Bcl-B binding; hit rate 0.073% among 190,000; inhibition, % at 10 µM; AID 951;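 also: 0% = tracer peptide without compound and 100% = reference inhibitor peptide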
Bcl-W Bim block: inhibitors of Bim-Bcl-W interaction, human. Q92843. bead-based flow cytometry, Bim peptide-Bcl-W binding. inhibition, % at 10 µM. hit rate 0.02% among 190,000;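 also: 0% = bound tracer without compound and 100% = peptide blocker; higher means less fluorescent Bim peptide bound to Bcl-W beads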
RGS7-Gao reg: modulates binding of RGS7 to human Galphao. hit rate 0.35% among 220,000. Multiplexed bead flow cytometry; actives lie on both sides. P09471. binding response (% of control), % at 10 µM; in the data active = binding response below about 49% or above about 150%; inconclusive = no clear call, values can overlap the other calls; inactive = in between;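 also: fluorescent Galphao held in activated GDP-AlF4 state binding bead-coupled RGS7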
Target sequence (P09471 whole entry, looked up): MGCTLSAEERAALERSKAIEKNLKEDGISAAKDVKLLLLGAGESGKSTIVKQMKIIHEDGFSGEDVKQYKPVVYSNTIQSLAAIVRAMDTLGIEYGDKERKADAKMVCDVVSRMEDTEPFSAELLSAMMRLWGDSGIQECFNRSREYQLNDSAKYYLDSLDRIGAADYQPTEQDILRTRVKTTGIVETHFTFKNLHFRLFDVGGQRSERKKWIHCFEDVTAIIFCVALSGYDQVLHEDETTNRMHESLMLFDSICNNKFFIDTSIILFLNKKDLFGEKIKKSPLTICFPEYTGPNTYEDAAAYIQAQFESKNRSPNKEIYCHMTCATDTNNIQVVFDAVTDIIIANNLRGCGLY
ABCB1 block: blocks JC-1 efflux by human ABCB1 transporter; P08183; CCRF-Adr cells, flow cytometry; inhibition, % at 6.6 µM; hit rate 0.067% among 190,000; AID 1326; in the data active = inhibition above about 40%;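 also: 0% = vehicle and 100% = reference inhibitor; higher value means more JC-1 retained so stronger ABCB1 efflux block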
Bim-Bcl-XL: disrupts Bim peptide binding to human Bcl-XL. Q07817. bead flow cytometry, fluorescence. inhibition, % at 10 µM. hit rate 0.04% among 190,000. AID 1007
RGS8-Gao reg: human RGS8-Galphao interaction regulation. multiplexed bead flow cytometry, RGS8-Galphao binding; actives lie on both sides. response (percent of control binding), % at 10 µM. P09471. hit rate 0.34% among 220,000. AID 1423; in the data active = response below about 60% or above about 140%; inactive = in between;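 also: Galphao activated as the GDP aluminium fluoride complex binding bead-coupled RGS8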
Mcl-1 Bim block: human Bim-Mcl-1 interaction inhibition | Q07820 | Bead-based flow cytometry, Bim peptide-Mcl-1 binding | inhibition, % at 10 µM | hit rate 0.1% among 190,000;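 also: 0% = no compound tracer wells and 100% = peptide blocker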
Bcl-2 Bim block: disrupts Bim peptide binding to human Bcl-2 | hit rate 0.06% among 190,000 | Bead-based flow cytometry, Bim peptide-Bcl-2 binding | P10415 | inhibition, % at 10 µM; in the data active = inhibition above about 40%; inconclusive = no clear call, values can overlap the other calls;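 also: 0% = no compound wells with probe peptide and 100% = reference peptide inhibitor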
RGS4-Gao reg: modulates binding of RGS4 to human Galphao | Multiplexed bead flow cytometry; actives lie on both sides | hit rate 0.33% among 220,000 | binding response (% of control), % at 10 µM | AID 1415; in the data active = binding response below about 49% or above about 150%; inactive = in between;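 also: fluorescent Galphao activated with aluminum fluoride binding bead-coupled RGS4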
Bim-Bfl-1: disrupts Bim binding to human Bfl-1; Bead-based flow cytometry, Bim-Bfl-1 binding inhibition; inhibition, % at 10 µM; AID 1008; Q16548; hit rate 0.12% among 190,000;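 also: 0% = wells without compound plus tracer and 100% = blocker peptide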
An asterisk follows results filed as active; u = inconclusive; x = not tested or not shown. Rule as the data show it, unless noted: active = inhibition above about 40%.

SMILES	ABCG2 block	Bim-Bcl-B	Bcl-W Bim block	RGS7-Gao reg	ABCB1 block	Bim-Bcl-XL	RGS8-Gao reg	Mcl-1 Bim block	Bcl-2 Bim block	RGS4-Gao reg	Bim-Bfl-1
CCn1cc(Br)c(C(=O)Nc2ccc(Cl)c(Cl)c2)n1	16	-10	-7	102	0.9	-5	104	-5	-2	101	-5
O=C(CN1C(=O)S/C(=C\c2ccc(F)cc2)C1=O)Nc1cccc(S(=O)(=O)NCc2ccco2)c1	-5	-3	2	102	-0.7	0	100	0	-3	98	-2
Cc1ccc2c(c1)N(CCCC(=O)NCc1cccnc1)C(=O)CO2	1	-10	-7	104	-0.5	-5	96	-6	-3	101	-3
COc1ccc(/C=C/C(=O)c2ccc(OC)cc2OC)cc1	10	-5	-8	102	0.1	-3	101	-5	-4	100	-7
CC(=O)Nc1nnc(-c2ccc3c(c2)CCCC3)o1	5	-7	0	97	0.6	-3	99	3	-7	99	-9
COc1ccccc1Cc1nc(-c2ccc(Br)o2)no1	0	-6	2	103	-0.1	-4	104	0	-9	101	-8
Cc1ccccc1NC(=O)/C=C/c1ccc([N+](=O)[O-])s1	1	-12	-5	104	0.1	-9	103	-6	-8	102	-10
O/N=C/C1=C(Cl)c2ccccc2CC1	2	-7	1	102	0.7	-2	100	0	0	102	-3
CCOC(=O)c1sc2nc(C)c3c(c2c1N)CC(C)(C)OC3	4	-7	0	100	1.4	1	102	-1	-7	104	-13
CCOC(=O)CNC(=O)N1c2ccccc2Sc2ccccc21	2	-6	1	100	-0.3	-2	101	-2	-3	100	-6
Cc1ccc(C(=O)Nc2nnc(-c3ccco3)o2)cc1C	-1	-3	-7	103	-0.8	-9	101	-5	-2	100	-3
Cc1cc(NC(=O)CN2CCCC(C)C2)no1 (stereo not drawn)	9	-1	-1	98	0.3	-2	100	-1	-2	100	-5
COc1ccccc1CCNC(=O)C1CCCO1 (stereo not drawn)	-2	-7	-4	97	-0.8	-7	100	0	-6	100	-6
Cc1c(/C=N/NC(=O)COc2ccccc2[N+](=O)[O-])c2ccccc2n1C	-1	-5	-2	103	0.1	-2	102	-2	-6	104	-13
Cc1cc(C)cc(C(=O)NCC(=O)OCC(=O)NCC(F)(F)F)c1	-1	-4	0	u	-0.6	-1	101	1	-1	99	-4
CCOc1ccc(Br)cc1CC(=O)O	-7	-7	-3	102	0.2	-5	100	-3	-3	101	-9
CN(C)c1nccc(N(Cc2ccccc2)Cc2ccccc2)c1C#N	3	-1	-1	100	2.1	0	105	-1	-1	101	-1
CCCC(=O)NC(=S)Nc1ccccc1C(=O)OC	1	-3	-3	97	0.0	-2	96	0	-3	98	0
Nc1cccnc1Sc1cc(Cl)cc(Cl)c1	1	-7	-3	99	0.0	-3	101	-4	-11	99	-6
CCOc1cc(NC(=O)c2ccco2)c(OCC)cc1NC(=O)CCc1ccccc1OC	1	7	3	95	1.6	-3	90	0	4	95	5

Pulled one by one from the list above, 3 records:
SMILES	ABCG2 block	Bim-Bcl-B	Bcl-W Bim block	RGS7-Gao reg	ABCB1 block	Bim-Bcl-XL	RGS8-Gao reg	Mcl-1 Bim block	Bcl-2 Bim block	RGS4-Gao reg	Bim-Bfl-1
CCOc1cc(NC(=O)c2ccco2)c(OCC)cc1NC(=O)CCc1ccccc1OC	1	7	3	95	1.6	-3	90	0	4	95	5
Cc1cc(C)cc(C(=O)NCC(=O)OCC(=O)NCC(F)(F)F)c1	-1	-4	0	u	-0.6	-1	101	1	-1	99	-4
COc1ccccc1CCNC(=O)C1CCCO1 (stereo not drawn)	-2	-7	-4	97	-0.8	-7	100	0	-6	100	-6

New compounds follow.
SMILES	ABCG2 block	Bim-Bcl-B	Bcl-W Bim block	RGS7-Gao reg	ABCB1 block	Bim-Bcl-XL	RGS8-Gao reg	Mcl-1 Bim block	Bcl-2 Bim block	RGS4-Gao reg	Bim-Bfl-1
COc1ccc(CCNC(=O)CN(C2CCCCC2)S(C)(=O)=O)cc1OC	1	5	8	104	0.7	16	102	10	6	108	11
c1ccc(CSc2nnc(-c3ccccn3)n2-c2ccccc2)cc1	11	-10	-2	109	0.9	-7	103	-5	-13	105	-19
Cc1cccc(OCC(=O)N/N=C\c2cccn2C)c1C	11	-5	-4	104	0.6	-7	104	-3	0	105	-7
Cc1ccc(NC(=S)N=Nc2c(O)n(C)c3ccc(S(=O)(=O)N4CCOCC4)cc23)cc1C	-3	-13	1	103	-1.4	2	103	1	4	104	3
CCNc1nc(Cl)nc(NCc2ccccc2)n1	2	-1	0	97	0.9	-2	98	0	-1	99	-5
Cc1cc(CNC(=O)COc2ccc([N+](=O)[O-])cc2)c2ccccc2n1	3	-8	0	101	0.7	-1	104	-1	-1	101	-6
CCOC(=O)N1CCC(=NNC(=O)NC2CCCCC2)CC1	11	-3	0	97	0.2	0	100	0	-1	98	-8
O=C(Cc1ccccc1)N1CCC(C(=O)N2CCN(c3ccc(F)cc3)CC2)CC1	1	3	2	100	0.9	6	96	1	-4	98	3
Cc1cc(C)cc(NC(=O)N2CCN(C/C=C/c3ccccc3)CC2)c1	7	-3	4	100	2.0	2	103	-4	-4	99	6
Cc1cccc(N2CCN(CC(O)COCc3cccs3)CC2)c1C (stereo not drawn)	6	-7	-8	96	1.6	-8	99	-7	-4	95	0
CCCCSc1ncc(C(=O)OCC)c(N)n1	9	x	x	96	1.3	x	102	x	u	101	x
O=C(C1CCN(S(=O)(=O)c2ccc(F)cc2)CC1)N1CC=C(c2ccccc2)CC1	2	-6	-2	106	0.4	-4	102	-2	-5	101	-5
Cc1ccc(NC(=S)/C(=C(\[O-])c2ccc(C)c([N+](=O)[O-])c2)[n+]2ccccc2)cc1C	-2	-5	0	104	-0.7	0	89	-3	-3	101	9
CNC(=S)NNC(=O)c1sccc1OCc1ccc(Cl)cc1Cl	1	0	0	96	0.0	-1	99	-2	-1	99	6
Cc1onc(-c2ccccc2)c1C(=O)Nc1ccccc1N1CCOCC1	2	-1	0	96	1.0	0	101	0	-2	96	0
CCOc1ccc(NC(=O)COc2ccccc2)c([N+](=O)[O-])c1	23	1	0	99	0.2	-1	100	-3	0	102	4
O=C(c1noc2c1CCCC2)N1CCC(CO)(Cc2ccccc2Cl)CC1	1	-2	0	79	0.4	0	74	-1	1	77	2
CN(C)CCNC(=O)/C(=C/c1ccc(-c2cccc([N+](=O)[O-])c2)o1)NC(=O)c1ccccc1	6	-4	-4	103	0.3	-6	104	-4	0	101	8
Cc1ccccc1NC(=O)c1ccccc1O	1	-1	-3	97	-0.1	0	98	1	-4	99	1
NC(=O)C1CCN(C(=O)CSc2nc3c(c(-c4ccccc4)n2)CCCC3)CC1	0	-3	0	101	0.1	-2	102	0	-2	99	-9

Four entries from above, as a markdown table.
| structure | ABCG2 block | Bim-Bcl-B | Bcl-W Bim block | RGS7-Gao reg | ABCB1 block | Bim-Bcl-XL | RGS8-Gao reg | Mcl-1 Bim block | Bcl-2 Bim block | RGS4-Gao reg | Bim-Bfl-1 |
| --- | --- | --- | --- | --- | --- | --- | --- | --- | --- | --- | --- |
| Cc1onc(-c2ccccc2)c1C(=O)Nc1ccccc1N1CCOCC1 | 2 | -1 | 0 | 96 | 1.0 | 0 | 101 | 0 | -2 | 96 | 0 |
| CCOc1ccc(NC(=O)COc2ccccc2)c([N+](=O)[O-])c1 | 23 | 1 | 0 | 99 | 0.2 | -1 | 100 | -3 | 0 | 102 | 4 |
| O=C(c1noc2c1CCCC2)N1CCC(CO)(Cc2ccccc2Cl)CC1 | 1 | -2 | 0 | 79 | 0.4 | 0 | 74 | -1 | 1 | 77 | 2 |
| CN(C)CCNC(=O)/C(=C/c1ccc(-c2cccc([N+](=O)[O-])c2)o1)NC(=O)c1ccccc1 | 6 | -4 | -4 | 103 | 0.3 | -6 | 104 | -4 | 0 | 101 | 8 |

The list goes on:
SMILES	ABCG2 block	Bim-Bcl-B	Bcl-W Bim block	RGS7-Gao reg	ABCB1 block	Bim-Bcl-XL	RGS8-Gao reg	Mcl-1 Bim block	Bcl-2 Bim block	RGS4-Gao reg	Bim-Bfl-1
O=C(Nc1ccc[n+](CC(=O)c2cccc3ccccc23)c1)c1ccccc1	9	-8	0	100	1.5	-3	100	0	7	104	6
C=CCn1c(SCC(=O)NCC(=O)OCC)nnc1-c1ccccn1	14	-2	-4	99	2.1	-5	102	-4	-8	99	-8
CCCSc1nc(C)c(C(C)=O)cc1C#N	7	-4	-1	99	0.9	-10	98	0	-6	101	-9
Cn1c(N)c(C(=O)COC(=O)CCc2c[nH]c3ccccc23)c(=O)n(C)c1=O	1	2	1	114	0.1	0	112	2	4	116	0
CC1CN(S(=O)(=O)c2ccc(C(=O)Nc3ccc(S(=O)(=O)Nc4ncccn4)cc3)cc2)CC(C)O1 (stereo not drawn)	1	0	0	97	-0.1	-3	100	0	0	100	0
CCCCC(=O)Nc1nc(C)c(-c2csc(Nc3cc(OC)ccc3OC)n2)s1	-2	-9	4	101	-0.6	0	100	-2	-4	102	-4
CCn1c2ccccc2c2cc(NC(=O)Cc3ccc(S(=O)(=O)N4CCOCC4)s3)ccc21	1	-8	-2	101	0.2	-3	103	-3	-6	103	-16
Cc1cc(C)c(S(=O)(=O)Nc2ccc3c(c2)CCC3)c(C)c1	37	-5	-1	100	1.4	-3	102	-3	-2	99	0
O=C(CSCc1cccc(Br)c1)N=Nc1c(O)[nH]c2ccccc12	0	-3	1	100	-0.1	1	94	-1	-6	96	1
CCOC(=O)C1(CC2CCCCO2)CCN(C(=O)Nc2ccccc2CC)CC1 (stereo not drawn)	1	-7	0	105	0.5	1	102	-4	-2	106	-5
Cc1ccc(NC(=O)CC2Oc3ccccc3NC2=O)c(C)c1 (stereo not drawn)	-5	-4	0	101	-3.1	-2	98	-4	-4	100	-2
Cc1ccc(CNC(=O)CCNC(=O)c2ccc(Br)o2)cc1	24	-8	-1	104	-0.6	-8	106	0	-9	107	-14
COc1cccc(C(C)NC(=O)Nc2cc(Cl)ccc2OC)c1 (stereo not drawn)	9	-3	-1	90	1.1	-4	99	-2	0	98	-3
CCc1ccc(C(=O)CN2C(=O)NC(C)(c3ccc(C)cc3)C2=O)cc1 (stereo not drawn)	3	-3	2	88	1.2	1	95	0	-1	90	-2
Cc1cccc(C(=O)NCC(=O)OCC(=O)c2cc(C)n(CC3CCCO3)c2C)c1 (stereo not drawn)	1	1	2	u	0.2	2	99	0	3	91	5
CCCCN(CCCC)c1ncnc2nc[nH]c12	6	0	3	99	0.4	-1	111	1	3	104	6
